# Screening results as filed in PubChem BioAssay.
# FBA Mtb inh – inhibits M. tuberculosis FBA enzyme. P9WQA3. purified M. tuberculosis FBA, fluorescence read-out. inhibition, % at 1 µM. 2.3% of 360,000 active. AID 588726; in the data active = inhibition above about 27%;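 note: 0% = vehicle and 100% = reference inhibitor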
# Target sequence (P9WQA3 whole entry, looked up): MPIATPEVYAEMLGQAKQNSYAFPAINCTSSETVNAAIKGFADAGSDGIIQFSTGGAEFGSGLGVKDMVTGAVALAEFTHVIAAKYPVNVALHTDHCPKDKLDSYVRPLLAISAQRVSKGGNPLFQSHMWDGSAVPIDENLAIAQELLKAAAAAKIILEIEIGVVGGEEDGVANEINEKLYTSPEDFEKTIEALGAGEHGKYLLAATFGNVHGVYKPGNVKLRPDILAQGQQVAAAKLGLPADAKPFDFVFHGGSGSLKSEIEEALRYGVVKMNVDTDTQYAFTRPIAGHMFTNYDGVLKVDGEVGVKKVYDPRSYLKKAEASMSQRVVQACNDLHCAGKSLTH
# MazF activator – increases E. coli MazEF RNase cleavage of RNA | P0AE70 | 0.32% of 350,000 active | FAM/BHQ RNA-DNA oligo cleavage fluorescence, 5 h | AID 504720 | activation, % at 20 µM; in the data active = activation above about 50%
# Target sequence (P0AE70 whole entry, looked up): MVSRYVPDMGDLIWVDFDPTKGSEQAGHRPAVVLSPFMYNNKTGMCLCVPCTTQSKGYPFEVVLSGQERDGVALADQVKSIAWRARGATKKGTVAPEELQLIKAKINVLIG
# Mtb UGM inh – Mtb UDP-galactopyranose mutase inhibition | purified UGM, fluorescence polarization probe displacement | inhibition, % at 10 µM | 0.06% of 320,000 active | AID 504406; in the data active = inhibition above about 10%, passing the limit was not always enough; inconclusive = no clear call, values can overlap the other calls
# Target sequence (P9WIQ1 whole entry, looked up): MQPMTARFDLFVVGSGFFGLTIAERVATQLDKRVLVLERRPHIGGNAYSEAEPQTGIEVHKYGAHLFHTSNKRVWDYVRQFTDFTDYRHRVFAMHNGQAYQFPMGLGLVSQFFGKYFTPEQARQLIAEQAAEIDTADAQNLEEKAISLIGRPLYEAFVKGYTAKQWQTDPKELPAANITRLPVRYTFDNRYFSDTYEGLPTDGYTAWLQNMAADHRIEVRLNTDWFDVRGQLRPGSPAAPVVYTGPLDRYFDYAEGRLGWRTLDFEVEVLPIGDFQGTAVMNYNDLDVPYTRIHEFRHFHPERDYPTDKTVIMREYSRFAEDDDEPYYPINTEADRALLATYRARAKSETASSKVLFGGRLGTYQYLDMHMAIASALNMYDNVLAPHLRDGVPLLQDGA
# PrPC TRFRET – cell surface PrPC inhibition, primary TR-FRET screen; P04156; TR-FRET read-out; inhibition, % at 13.8 µM; 0.43% of 370,000 active; AID 720596; in the data active = inhibition above about 24%; note: 0% = median of the test wells and 100% = reference compound wells
# GDH-TPI counter – inhibits GDH-TPI coupling enzymes, artifact for Mtb FBA screen. GDH-TPI coupled enzyme counterscreen, NADH absorbance. inhibition, % at 4.8 µM. 1.2% of 360,000 active. AID 588335; in the data active = inhibition above about 30%;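 note: 0% = DMSO wells and 100% = wells lacking the enzyme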
# BioA inh – inhibitors of Mycobacterium tuberculosis BioA enzyme; purified M. tuberculosis BioA enzyme, plate reader; inhibition, % at 9.99 µM; 0.096% of 360,000 active; AID 602481; in the data active = inhibition above about 40%; inconclusive = no clear call, values can overlap the other calls
# Rv3671c inh – inhibits the M. tuberculosis serine protease Rv3671c | inhibition, % at 5.96 µM | 0.048% of 320,000 active | AID 2606; in the data active = inhibition above about 38%;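 note: extracellular domain of Rv3671c used as enzyme; 0% = enzyme with DMSO and 100% = no enzyme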
# BoNT-F LC inh – inhibitors of Botulinum neurotoxin F light chain protease; Multiplex microsphere protease cleavage assay, flow cytometry; inhibition, % at 10 µM; 0.22% of 360,000 active; in the data active = inhibition above about 35%, passing the limit was not always enough; inconclusive = no clear call, values can overlap the other calls; note: plate controls were buffer without enzyme for full effect and enzyme alone for no effect
# FadD28 FP inh – M. tuberculosis FadD28 bisubstrate binding inhibition; FadD28 bisubstrate probe binding, fluorescence polarization; inhibition, % at 12.5 µM; 0.22% of 360,000 active; in the data active = inhibition above about 8.5%, passing the limit was not always enough; inconclusive = no clear call, values can overlap the other calls
# * marks the source's active call; other numbers are inactive results; u = inconclusive; x = no result given.
Structure,FBA Mtb inh,MazF activator,Mtb UGM inh,PrPC TRFRET,GDH-TPI counter,BioA inh,Rv3671c inh,BoNT-F LC inh,FadD28 FP inh
COCCn1c(SCC(=O)c2c(N)n(C3CC3)c(=O)[nH]c2=O)nnc1-c1cccc(C)c1,1.1,11.4,0.3,8.6,-1.8,0.0,9.1,-1.8,0.4
CC(=O)Nc1ccc(CN(C)c2c(C)nc3ccc(C(=O)NCCc4ccccn4)cn23)cc1,3.8,x,x,-0.2,10.6,-0.8,x,6.0,0.0
C=CCn1c(C(CCCC)CC(O)COCC(C)C)n[nH]c1=S (stereo not given),-6.2,-0.6,-2.3,0.3,-3.8,-0.4,9.1,4.0,-3.9
O=S(=O)(CCc1ccccc1)CS(=O)(=O)CCc1ccccc1,-2.2,-14.7,x,-7.5,7.0,-0.7,x,0.3,-0.3
CCOc1ccc(Cl)cc1S(=O)(=O)n1nnc2ccccc21,-2.4,-3.8,-0.1,9.0,1.9,-3.1,-1.7,-9.9,-7.9
COc1cc(CN2CCN(c3ccccc3F)CC2)cc(OC)c1O,-0.8,-1.3,0.8,-8.3,7.6,-0.1,1.9,-2.4,-1.5
Cc1ccccc1Nc1nnc(SCC(=O)NCC2CCCO2)s1 (stereo not given),-0.2,15.0,0.0,-0.6,0.9,-0.5,-16.5,0.3,-0.9
CC(C)(C)c1cc(C(F)(F)F)c(C#N)c(=O)[nH]1,119.5*,-6.4,2.2,6.8,5.0,-0.6,2.0,u,-5.1
COc1ccc2c3n([n+]([O-])c2c1)CCN=C3c1cc(Cl)c(N)c(Cl)c1,-1.3,0.7,0.4,-10.0,8.6,10.8,3.5,-12.1,0.6
CCOc1ccc(N(CC(=O)NCc2ccc3c(c2)OCO3)C(=O)c2csnn2)cc1,0.1,3.2,-1.3,-5.0,0.4,0.1,2.5,-2.6,x
CCc1cc(=O)oc2cc(OCC(=O)NCCN3CCOCC3)c(Cl)cc12,9.0,2.9,2.7,6.9,18.4,-7.7,-10.2,3.2,-1.7
C/C(=C\C(=O)OCC(=O)NCc1ccccc1)C(=O)OCC(=O)NCc1ccccc1,-1.0,4.7,-2.7,4.7,-1.6,-0.4,-11.1,1.5,-1.0
CCn1cc(C(=O)NCC2CCCO2)c(=O)c2cc(S(=O)(=O)N3CCCCC3)ccc21 (stereo not given),0.8,-1.2,-2.4,5.0,5.3,1.3,-5.1,0.8,0.0
Cc1c2cnn(CC(=O)Nc3c(F)c(F)cc(F)c3F)c(=O)c2c(C)n1Cc1ccccc1F,0.1,-23.1,-3.2,3.5,1.9,x,-33.6,1.2,-0.6
CCN(C(=O)C1CSC2(C)CCC(=O)N12)c1nc2c(C)cccc2s1 (stereo not given),1.8,3.1,-1.8,-3.9,12.2,-0.9,-4.9,5.8,-1.3
CCc1nc(SCc2ccc(OC)c(Br)c2)n[nH]1,1.1,-5.3,-0.1,3.3,3.9,x,-3.7,-36.1,-1.2
CSc1ncccc1C(=O)NCCc1ccccc1F,0.3,3.2,1.9,0.5,-8.0,-0.8,3.2,6.3,0.2
CC(=O)Nc1ccc(NC(=O)c2ccc(C3SCC(=O)N3CCc3ccccc3)cc2)cc1 (stereo not given),-2.0,10.7,-2.8,3.5,2.6,0.5,-8.8,10.6,-0.9
COCCNC(=O)C(c1ccc(C)cc1)N(Cc1ccccc1)C(=O)CCC(=O)Nc1ccccn1 (stereo not given),-0.4,5.8,1.6,-5.2,9.8,-1.0,-2.0,1.9,0.8
O=C(Nc1cccc2cccnc12)c1ccc2c(c1)OCCO2,1.1,6.2,-1.4,-1.6,15.8,-0.5,-7.7,-3.9,-1.9
Cc1cccc(C(=O)NC2CCN(C(=S)NCc3ccco3)CC2)c1,1.7,-9.1,2.2,-10.1,9.2,1.4,-4.1,-0.5,0.0
Cc1cc(C)c(-c2c(O)c3cnn(-c4ccccc4)c3[nH]c2=O)c(C)c1,-2.6,-0.1,-1.1,2.4,0.7,-0.4,-14.4,-8.3,0.4
CC(C)Cn1c(CN2CCN(c3ccccc3F)CC2)nc2c1c(=O)[nH]c(=O)n2C,1.0,1.3,-1.1,-2.2,-6.2,-1.2,3.5,0.9,-1.1
Cc1cccc(NC2=NCC(=O)N2Cc2ccccc2)c1,-2.6,-17.2,-5.4,1.7,4.2,-0.8,3.9,10.9,-1.2
CCn1ccc(C(=O)N2CCOCC2)n1,2.5,-0.8,1.4,2.9,6.0,x,4.8,-0.8,2.1
CC1(C)CC(=O)C=C(c2ccc(-c3cccc4c3sc3ccccc34)cc2)C1=O,-6.5,-0.1,x,-3.6,11.3,-0.2,x,1.5,-3.3
O=C(NCc1ccccc1Cl)c1cnccn1,-0.1,-1.0,0.8,-0.5,-0.8,1.6,-5.4,-6.5,-1.7
CCN(Cc1cnn(C)c1)C(=O)CC1C(=O)NCCN1Cc1cccc(OC)c1OC (stereo not given),2.1,9.7,-0.2,8.3,4.7,x,-5.3,1.6,-0.5
C/C(=N\NC(=S)NCc1ccccc1)c1ccc(Cl)cc1,-0.2,0.8,2.3,-6.0,11.1,-0.5,-18.8,-6.3,-1.0
CCC/C=C/c1ccc(CN2C(C)C(=O)N(Cc3cn(CCOCOC)nn3)CCS2(=O)=O)cc1 (stereo not given),-0.5,10.6,x,-2.8,0.0,0.6,x,-5.3,-7.2
CCOc1cc(/C=N/O)cc(Br)c1OCC(=O)NCc1ccccc1,-0.3,1.6,-1.3,0.7,4.7,2.5,-6.7,-7.6,-1.1
Nc1cc(Cl)ccc1C(=O)OCC(=O)N1CCCC1,58.9*,3.4,-5.2,-0.5,5.4,-0.3,7.9,-0.9,-2.5
c1ccc(C2[C@H]3CN(CC4CCCCC4)[C@H](c4ccccc4)C34CC2(c2cccnc2)C4)cc1 (stereo not given in full),-3.6,-8.6,-0.8,3.9,-15.5,-3.6,0.2,-5.6,-4.6
CCN(CC)c1ccc(/C=N/NC(=O)c2c(Cl)c(C)nn2C)cc1,-0.5,6.9,2.3,-3.0,16.7,0.6,-3.0,1.5,-1.4
CN(C)/C=C(\C=[N+](C)C)c1[nH]ncc1[N+](=O)[O-],-7.3,3.4,0.0,2.2,6.7,0.8,-0.2,-9.6,-3.0
CC1(C)CC(=O)C2=C(C1)OC1=C(C(=O)CC(C)(C)C1)C2c1ccc(O)c([N+](=O)[O-])c1,-4.2,1.7,0.7,-7.4,5.9,x,-24.1,-2.6,-0.5
CCOc1ccc(C(=O)NCC(=O)N2CCN(c3ccccc3O)CC2)cc1,0.8,9.9,-2.5,-1.6,-3.0,1.3,10.4,3.8,-2.2
Cc1ncoc1C(=O)NC1CCCc2c1cnn2-c1cc(F)cc(F)c1 (stereo not given),-4.0,1.6,x,5.0,6.7,x,x,-0.4,-0.6
O=C(O)CCC(=O)Nc1ccc(Br)cc1C(=O)c1ccc(Cl)cc1,3.1,-1.9,1.3,0.6,7.8,2.6,2.5,-4.8,-2.3
Cc1cc(Cl)ccc1OCCCC(=O)NCc1ccccn1,1.4,3.5,-1.1,5.5,-1.0,x,-0.9,-6.4,0.1
CCN(CC(=O)NC1CC1)S(=O)(=O)c1ccccc1,1.4,5.1,0.5,1.2,-5.2,-0.7,-11.3,1.6,0.3
CCOc1ccc(/C=C/C(=O)OC(C)C(=O)NC2CCCCC2C)cc1OC (stereo not given),9.7,-10.9,0.3,-7.5,13.8,0.2,9.4,-0.9,-3.3
NC(=O)c1ccc(NC(=O)COC(=O)c2ccc3c(c2)OCCO3)cc1,-0.5,-1.7,3.4,-4.7,1.3,x,2.1,-3.9,-4.6
CSc1ncccc1C(=O)OCC(=O)NC1CCCC1,-3.1,9.6,-0.6,8.7,-4.8,-0.6,-6.6,4.5,0.2
COc1cc(/C=N\NC(=O)C2C(=O)NCC2c2ccccc2)cc(OC)c1O (stereo not given),5.3,-0.9,2.2,-2.8,8.6,0.2,-10.5,1.2,-4.5
Nc1nc(NC(=O)c2cccnc2)nn1-c1ccccc1,-1.4,-0.1,0.0,5.1,1.4,7.9,2.4,0.5,-2.0
Cc1ccccc1N(C(=O)CNC(=O)c1ccco1)C(C(=O)NC1CCCCC1)c1cccnc1 (stereo not given),3.7,3.7,-0.8,-2.3,1.5,0.3,-15.2,4.2,-3.6
CC1=C(C)CC(C(=O)NC(C)CCc2ccccc2)C(C(=O)O)C1 (stereo not given),3.2,-0.5,2.0,-6.0,-5.2,x,-0.6,5.2,-2.6
COC(=O)c1ccc(CNC(=O)CSC2=NCCS2)cc1,0.5,2.0,-6.4,2.6,3.8,x,1.0,12.0,-4.4
COc1ccc(-n2c(SCC(=O)NCc3ccco3)nc3c([nH]c4ccccc43)c2=O)cc1,3.5,3.0,-1.9,-9.1,12.2,-1.3,-12.5,-0.9,0.5
CCCC(=O)Nc1ccc(C(N)=O)cc1,-0.8,-3.6,0.5,-3.6,7.0,x,10.2,1.0,-0.9
Cc1ccc2c(CC(=O)Nc3sccc3C(N)=O)coc2c1,1.3,-2.6,-3.0,14.4,-1.4,x,-3.2,-8.9,-1.9
CC(C)C[C@@H](CN1C(=O)C(=O)NC[C@@H]1CC(C)C)NC(=O)Cc1ccccc1,2.8,3.1,6.9,3.9,-2.7,-0.9,5.6,-4.0,-2.1
CCCCN(CCCC)C(=O)/C=C/c1cccc([N+](=O)[O-])c1,-0.6,-1.2,1.4,-8.1,5.4,x,5.9,-10.5,-1.2
CCOC(=O)c1csc(NC(=O)c2cc(-c3ccccn3)nc3ccccc23)n1,1.7,6.2,3.5,-3.8,-7.4,-0.5,3.0,-3.9,1.5
CCOC(=O)C(Cc1ccc(O)cc1)NC(=O)CNC(=O)C(CC(C)C)NC(=O)OC(C)(C)C (stereo not given),-0.5,-4.7,1.1,5.1,2.3,x,-2.8,-0.2,-3.4

# Filtered by structure: the compounds so far with an NH in an aromatic ring.
Structure,FBA Mtb inh,MazF activator,Mtb UGM inh,PrPC TRFRET,GDH-TPI counter,BioA inh,Rv3671c inh,BoNT-F LC inh,FadD28 FP inh
COCCn1c(SCC(=O)c2c(N)n(C3CC3)c(=O)[nH]c2=O)nnc1-c1cccc(C)c1,1.1,11.4,0.3,8.6,-1.8,0.0,9.1,-1.8,0.4
C=CCn1c(C(CCCC)CC(O)COCC(C)C)n[nH]c1=S (stereo not given),-6.2,-0.6,-2.3,0.3,-3.8,-0.4,9.1,4.0,-3.9
CC(C)(C)c1cc(C(F)(F)F)c(C#N)c(=O)[nH]1,119.5*,-6.4,2.2,6.8,5.0,-0.6,2.0,u,-5.1
CCc1nc(SCc2ccc(OC)c(Br)c2)n[nH]1,1.1,-5.3,-0.1,3.3,3.9,x,-3.7,-36.1,-1.2
Cc1cc(C)c(-c2c(O)c3cnn(-c4ccccc4)c3[nH]c2=O)c(C)c1,-2.6,-0.1,-1.1,2.4,0.7,-0.4,-14.4,-8.3,0.4
CC(C)Cn1c(CN2CCN(c3ccccc3F)CC2)nc2c1c(=O)[nH]c(=O)n2C,1.0,1.3,-1.1,-2.2,-6.2,-1.2,3.5,0.9,-1.1
CN(C)/C=C(\C=[N+](C)C)c1[nH]ncc1[N+](=O)[O-],-7.3,3.4,0.0,2.2,6.7,0.8,-0.2,-9.6,-3.0
COc1ccc(-n2c(SCC(=O)NCc3ccco3)nc3c([nH]c4ccccc43)c2=O)cc1,3.5,3.0,-1.9,-9.1,12.2,-1.3,-12.5,-0.9,0.5

# This is a random part of the collection. About 4.8% of those tested had a hit in this group.
